From PubChem
Xi reactivation – reactivates the inactive X chromosome in mouse fibroblasts | 0.055% of 360,000 active | activation, % at 7.58 µM | XiGFP mouse fibroblasts, % GFP-positive cells imaging, 3 d; cells co-treated with 5-aza-dC sensitizer; scaled so ellipticine positive control = 100%;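 active means mean normalized replicate activation at least 10% and every replicate at or above 10%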;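 further: 0% = median of on-plate neutral control wells and 100% = ellipticine 6 µM median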
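Material: XiGFP fibroblasts, SV40-immortalized; Buffer or medium: DMEM containing 5-aza-dC; Compound dosing: single point; Times: 3 days compound exposure.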
RAD52 inh – blocks human RAD52 DNA annealing; P43351; recombinant RAD52 DNA annealing, FRET fluorescence; inhibition, % at 18.7 µM; 0.46% of 360,000 active;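 active means every replicate showing at least 50% inhibition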
Target sequence (P43351 whole entry, looked up): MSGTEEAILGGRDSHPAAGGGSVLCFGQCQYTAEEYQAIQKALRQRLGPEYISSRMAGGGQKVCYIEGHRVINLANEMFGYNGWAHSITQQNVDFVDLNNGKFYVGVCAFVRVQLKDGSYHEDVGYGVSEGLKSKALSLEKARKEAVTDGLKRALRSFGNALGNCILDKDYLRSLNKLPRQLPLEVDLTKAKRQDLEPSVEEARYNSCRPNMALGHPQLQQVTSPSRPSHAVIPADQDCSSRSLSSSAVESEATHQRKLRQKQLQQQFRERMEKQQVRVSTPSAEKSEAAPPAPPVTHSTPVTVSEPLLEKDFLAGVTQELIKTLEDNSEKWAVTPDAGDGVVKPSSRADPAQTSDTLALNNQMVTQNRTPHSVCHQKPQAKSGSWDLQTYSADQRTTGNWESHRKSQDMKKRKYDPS
S100A4 MyoIIA – inhibitors of human S100A4 binding to myosin IIA peptide | P26447 | S100A4/TAMRA-MyoIIA peptide fluorescence polarization | inhibition, % at 10.7 µM | 0.14% of 360,000 active;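 active means mean inhibition of at least 70% across replicates, with every replicate also reaching that level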
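Test system – S100A4 monomer (human) · Compound – single-point compound testing · Schedule – 5 min incubation before reading · Probe or stimulus – TAMRA-labelled myosin IIA heavy-chain peptide probe, 5 nM · Benchmarks – neutral control DMSO, positive control TFP · Medium – Calcium-containing HEPES buffer, pH 7.2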
esBAF inh – inhibitors of esBAF chromatin remodeling in mouse ES cells | Bmi1-luciferase knock-in reporter, 24 h; 100% = twice the neutral-well signal | 2% of 350,000 active | AID 602393 | reporter increase, % at 12.5 µM; in the data active means activation above about 40%;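 further: 0% = median of the plate's neutral control wells and 100% = double that signal; a rise in the Bmi1 reporter signal indicates esBAF inhibition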
E-selectin induc – E-selectin induction on HUVECs; 0.37% of 260,000 active; activation, % at 7.58 µM; HUVEC E-selectin immunofluorescence imaging; normalized: neutral wells 0, TNF-alpha wells 100; P16581;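 active means mean E-selectin-positive cell signal at least 10% of the positive control, reached in at least 60% of replicates, without over 20% cell loss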;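 further: in these data hits start at about 27%; measured in HUVEC primary endothelial cells; signal is the percent of cells scored E-selectin positive by PE staining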
Target sequence (P16581 whole entry, looked up): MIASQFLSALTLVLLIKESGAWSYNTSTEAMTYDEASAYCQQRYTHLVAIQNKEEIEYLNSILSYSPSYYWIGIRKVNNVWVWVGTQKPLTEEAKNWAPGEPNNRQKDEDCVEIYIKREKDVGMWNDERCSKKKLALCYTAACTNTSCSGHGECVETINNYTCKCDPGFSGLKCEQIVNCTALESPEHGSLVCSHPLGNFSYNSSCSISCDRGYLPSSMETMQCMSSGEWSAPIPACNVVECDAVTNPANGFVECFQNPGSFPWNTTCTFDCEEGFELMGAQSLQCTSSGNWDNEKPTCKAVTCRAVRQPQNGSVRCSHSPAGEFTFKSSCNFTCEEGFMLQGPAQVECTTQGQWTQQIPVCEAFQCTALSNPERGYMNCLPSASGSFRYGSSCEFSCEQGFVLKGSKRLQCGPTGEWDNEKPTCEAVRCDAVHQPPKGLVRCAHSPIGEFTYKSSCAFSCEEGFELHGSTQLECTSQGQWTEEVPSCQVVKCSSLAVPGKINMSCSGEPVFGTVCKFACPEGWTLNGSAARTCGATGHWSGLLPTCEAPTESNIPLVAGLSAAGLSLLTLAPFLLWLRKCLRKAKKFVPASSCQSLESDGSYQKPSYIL
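Test system: HUVEC; input: 3,000 HUVEC/well; measured by: immunofluorescence imaging; read-out: % PE-positive cells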
FN deposition inh – fibronectin deposition inhibition; AH1F fibroblasts, Alexa488-fibronectin deposition fluorescence, overnight; inhibition, % at 12.6 µM; 0.086% of 350,000 active;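 active means mean inhibition across replicates of 30% or more, regardless of how many single replicates reach that level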;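 further: positive control wells lacked labelled fibronectin entirely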
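test system = AH1F fibroblasts assembling fluorescent fibronectin matrix | quantity = 10000 AH1F cells per well | buffer or medium = DMEM plus 2% serum, read in PBS | doses = single dose, pinned | incubation = 1 h cell attachment, overnight exposure to compound and label | detection = fluorescence at 485 nm excitation, 525 nm emission | read-out basis = inhibition from reduced deposited-fibronectin fluorescence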
EWS-Fli inh – inhibitors of EWS/Fli oncoprotein transcriptional activity; AID 651661; A673 NR0B1-luciferase reporter, viability-normalised; inhibition, % at 12.6 µM; 0.67% of 350,000 active;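 active means mean inhibition of at least 50% after viability correction, with every replicate also passing that limit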;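 further: firefly luciferase signal divided by Alamar Blue viability fluorescence both relative to DMSO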
RAD54 branch – RAD54 (human) branch migration inhibition; 0.14% of 360,000 active; AID 602329; inhibition, % at 10.4 µM; RAD54 Holliday junction branch migration, FAM/BHQ fluorescence;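 active means mean normalized replicate activity at least 40 and at least half of replicates scoring 40 or more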;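 further: 0% = median of neutral control wells and 100% = median of positive control wells; inhibitors cause a drop in the FAM fluorescence signal; in these data hits start at about 50%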
An asterisk follows results filed as active.

For COc1ccc(C2CC(c3cccs3)=NN2C(=O)COC(=O)C2CCCCC2)cc1OC (stereo unspecified) the results were Xi reactivation 0.1, RAD52 inh -28.3, S100A4 MyoIIA -1.5, E-selectin induc 3.1, FN deposition inh -15.5, EWS-Fli inh -2.2 and RAD54 branch 0.3.
`COC(=O)C[C@@H]1C=C[C@H](NC(=O)Cc2ccccn2)[C@@H](CO)O1` gave Xi reactivation 0.0, RAD52 inh -6.0, S100A4 MyoIIA -0.3, E-selectin induc 3.6, FN deposition inh -3.1 and EWS-Fli inh 0.6.
Screening CCc1ccc(N2C(=O)C3CCCN3C2=S)cc1 (stereo unspecified) returned Xi reactivation 0.0, RAD52 inh -3.4, S100A4 MyoIIA -0.9, esBAF inh -43.2, FN deposition inh -11.5, EWS-Fli inh -14.1 and RAD54 branch -7.6.
`CC(C)CC#Cc1cnc2c(c1)C(=O)N([C@@H](C)CO)C[C@@H](C)[C@H](CN(C)S(=O)(=O)c1cn(C)cn1)O2` gave Xi reactivation -0.3, RAD52 inh 5.5, S100A4 MyoIIA 2.5, esBAF inh 5.2, E-selectin induc 1.5, FN deposition inh -33.8, EWS-Fli inh -1.5 and RAD54 branch -15.8.
`CN(C)C(=O)c1ccc(-c2ccc([C@H]3[C@H]4CN(S(C)(=O)=O)CCCCN4[C@H]3CO)cc2)cc1` gave Xi reactivation 0.2, RAD52 inh -3.0, S100A4 MyoIIA 1.6, E-selectin induc 0.6 and RAD54 branch -9.0.
Screening COc1ccccc1C#Cc1ccc([C@H]2[C@@H](C#N)N(C(=O)C3CCCCC3)[C@@H]2CO)cc1 returned Xi reactivation -0.1, RAD52 inh -5.8, S100A4 MyoIIA -6.4, E-selectin induc 1.7 and FN deposition inh -2.6.
Screening CC(C)(C)C(=O)CNCC(=O)C(C)(C)C returned Xi reactivation 0.0, RAD52 inh -21.5, S100A4 MyoIIA -2.2, FN deposition inh 11.4 and EWS-Fli inh -7.2.
Screening O=C(N/N=C/C=C\c1ccccc1[N+](=O)[O-])c1ccncc1 returned Xi reactivation 0.0, RAD52 inh -9.2, S100A4 MyoIIA 2.3, esBAF inh -9.8, E-selectin induc -5.0, FN deposition inh 9.7, EWS-Fli inh 15.7 and RAD54 branch 8.4.
Screening NCCCC[C@@H]1NC(=O)c2cc([N+](=O)[O-])cc(F)c2NCCCC[C@@H](C(N)=O)NC(=O)[C@H](CCC(N)=O)NC1=O returned Xi reactivation -0.3, RAD52 inh 80.4*, S100A4 MyoIIA -4.2, esBAF inh 1.7, E-selectin induc 0.0, FN deposition inh 0.0, EWS-Fli inh -2.8 and RAD54 branch 21.7.
Screening C[C@H]1CN([C@@H](C)CO)C(=O)Cc2cc(NC(=O)c3ccncc3)ccc2O[C@H]1CN(C)C(=O)Nc1ccc2c(c1)OCO2 returned Xi reactivation -0.1, RAD52 inh 4.0, S100A4 MyoIIA -1.0, esBAF inh 3.5, EWS-Fli inh -33.2 and RAD54 branch 2.8.
For CCC(C)[C@H](NC(=O)NCc1ccccn1)C(=O)OC (stereo partly specified) the results were RAD52 inh -6.4, S100A4 MyoIIA 0.8, esBAF inh -7.4, EWS-Fli inh -0.9 and RAD54 branch 10.1.
C[C@@H]1CN([C@@H](C)CO)C(=O)c2cc(-c3ccncc3)cnc2O[C@@H]1CN(C)C(=O)c1cccc(F)c1 was read as Xi reactivation -1.1, RAD52 inh 12.7, S100A4 MyoIIA -9.5, esBAF inh -2.9, E-selectin induc -0.1, EWS-Fli inh -5.0 and RAD54 branch 3.6.
Screening CCO[C@@H]1OC(C(N)=O)=C[C@H](C(C)(C)C)[C@H]1CCCO returned Xi reactivation 0.0, RAD52 inh -9.9, S100A4 MyoIIA 1.6, esBAF inh -1.7, E-selectin induc -0.2, FN deposition inh -8.2, EWS-Fli inh 8.6 and RAD54 branch -2.9.
For COc1ccc(NC(=O)Nc2cccc3c2O[C@@H](CN(C)Cc2ccc(-c4ccccc4)cc2)[C@H](C)CN([C@@H](C)CO)C3=O)cc1 the results were Xi reactivation 0.3, RAD52 inh 3.5, S100A4 MyoIIA 1.8, esBAF inh 6.6, E-selectin induc -0.2, EWS-Fli inh -7.7 and RAD54 branch 8.8.
COc1ccc(OC)c(NC(=O)CN2C(=O)NC(C)(c3ccc4c(c3)OCCO4)C2=O)c1 (stereo unspecified) was read as Xi reactivation -0.1, RAD52 inh -14.9, S100A4 MyoIIA -0.7, esBAF inh -0.5, E-selectin induc 1.4, FN deposition inh 3.8, EWS-Fli inh 6.7 and RAD54 branch 5.7.
Screening C[C@H](CO)N1C[C@H](C)[C@@H](CN(C)Cc2ccncc2)Oc2cc(C#CCN(C)C)ccc2S1(=O)=O returned Xi reactivation 0.4, RAD52 inh -10.6, S100A4 MyoIIA 39.9, esBAF inh -3.4, E-selectin induc -0.1, EWS-Fli inh -15.7 and RAD54 branch -31.5.
For O=C(c1cccc(C(F)(F)F)c1)C1CCCN(C(=O)/C=C/c2cnc[nH]2)C1 (stereo unspecified) the results were Xi reactivation 0.1, RAD52 inh -20.2, S100A4 MyoIIA -0.3, FN deposition inh -1.2, EWS-Fli inh 6.2 and RAD54 branch 10.7.
`C[C@H]1CN([C@@H](C)CO)S(=O)(=O)c2ccc(C#CC3(O)CCCC3)cc2O[C@H]1CN(C)C(=O)Cc1ccccc1` gave Xi reactivation -0.4, RAD52 inh 22.4, S100A4 MyoIIA -6.3, esBAF inh 7.5, E-selectin induc 0.0, EWS-Fli inh 7.4 and RAD54 branch 2.2.
`O=C(C[C@H]1C/C=C\C[C@H](NC(=O)OCC2c3ccccc3-c3ccccc32)C(=O)OC[C@H]2CCCN2C1=O)NCCO` gave Xi reactivation 0.0, RAD52 inh -7.9, S100A4 MyoIIA 7.5, esBAF inh -12.1, E-selectin induc 0.0, FN deposition inh -1.9, EWS-Fli inh -8.2 and RAD54 branch 2.2.
O=C(Nc1cccc(Cl)c1)c1ccc(Cn2cc(Cl)cn2)cc1 was read as Xi reactivation 0.1, RAD52 inh -12.9, S100A4 MyoIIA -2.0, FN deposition inh 0.8, EWS-Fli inh -10.9 and RAD54 branch 0.4.

The final four records of the section above lead into the next.
For O=C(c1cccc(C(F)(F)F)c1)C1CCCN(C(=O)/C=C/c2cnc[nH]2)C1 (stereo unspecified) the results were Xi reactivation 0.1, RAD52 inh -20.2, S100A4 MyoIIA -0.3, FN deposition inh -1.2, EWS-Fli inh 6.2 and RAD54 branch 10.7.
`C[C@H]1CN([C@@H](C)CO)S(=O)(=O)c2ccc(C#CC3(O)CCCC3)cc2O[C@H]1CN(C)C(=O)Cc1ccccc1` gave Xi reactivation -0.4, RAD52 inh 22.4, S100A4 MyoIIA -6.3, esBAF inh 7.5, E-selectin induc 0.0, EWS-Fli inh 7.4 and RAD54 branch 2.2.
`O=C(C[C@H]1C/C=C\C[C@H](NC(=O)OCC2c3ccccc3-c3ccccc32)C(=O)OC[C@H]2CCCN2C1=O)NCCO` gave Xi reactivation 0.0, RAD52 inh -7.9, S100A4 MyoIIA 7.5, esBAF inh -12.1, E-selectin induc 0.0, FN deposition inh -1.9, EWS-Fli inh -8.2 and RAD54 branch 2.2.
O=C(Nc1cccc(Cl)c1)c1ccc(Cn2cc(Cl)cn2)cc1 was read as Xi reactivation 0.1, RAD52 inh -12.9, S100A4 MyoIIA -2.0, FN deposition inh 0.8, EWS-Fli inh -10.9 and RAD54 branch 0.4.
Screening CCS(=O)(=O)N1Cc2ccccc2CC1C(=O)Nc1ccc(OC)cc1 (stereo unspecified) returned Xi reactivation 0.0, RAD52 inh -19.6, S100A4 MyoIIA 3.4 and EWS-Fli inh -25.8.
For O=C(CC1CC1)N[C@@H]1CC[C@H](CCNS(=O)(=O)c2ccc(F)cc2)O[C@H]1CO the results were Xi reactivation 0.4, RAD52 inh -1.1, S100A4 MyoIIA 4.3, esBAF inh -1.4, E-selectin induc 0.0, FN deposition inh -3.4, EWS-Fli inh 1.4 and RAD54 branch 8.6.
Screening N=c1c2c3c(sc2ncn1N)CCCC3 returned Xi reactivation 0.5, RAD52 inh -12.9, S100A4 MyoIIA -2.2, E-selectin induc 0.3, FN deposition inh 7.9 and EWS-Fli inh -10.6.
Screening O=C(NNC(=O)C1CCN(S(=O)(=O)c2ccccc2)CC1)c1ccccc1O returned Xi reactivation 0.6, RAD52 inh -10.4, S100A4 MyoIIA -0.7, esBAF inh -7.7, FN deposition inh 6.2, EWS-Fli inh 4.9 and RAD54 branch 10.4.
Screening OC(CNCc1ccccc1F)COc1cccc2ccccc12 (stereo unspecified) returned RAD52 inh -31.9, S100A4 MyoIIA -3.4, esBAF inh 2.7, FN deposition inh 3.5, EWS-Fli inh 0.6 and RAD54 branch 7.3.
For O=S(=O)(NCc1ccccn1)c1cc(OCC(F)(F)F)ccc1OCC(F)(F)F the results were Xi reactivation -0.1, RAD52 inh -4.0, S100A4 MyoIIA 2.6, E-selectin induc 1.1, FN deposition inh -7.6 and EWS-Fli inh 0.9.
`COc1ccc(S(=O)(=O)NCCCCOc2ccc(Cl)cc2)cc1` gave Xi reactivation 0.1, RAD52 inh -28.9, S100A4 MyoIIA -3.5, esBAF inh 18.9, FN deposition inh -1.4, EWS-Fli inh 6.2 and RAD54 branch -6.2.
`C[C@@H]1CN([C@@H](C)CO)S(=O)(=O)c2ccc(C#CCN(C)C)cc2O[C@@H]1CN(C)S(C)(=O)=O` gave Xi reactivation 0.1, RAD52 inh -4.3, S100A4 MyoIIA -10.9, esBAF inh -0.6, E-selectin induc -0.1, EWS-Fli inh 1.7 and RAD54 branch -9.4.
`CC1CCCN(S(=O)(=O)c2ccc([N+](=O)[O-])cc2)C1` (stereo unspecified) gave Xi reactivation 0.2, RAD52 inh -5.7, S100A4 MyoIIA -11.6, esBAF inh -1.2, FN deposition inh 3.8, EWS-Fli inh 16.4 and RAD54 branch 1.7.
`C[C@H]1CN([C@@H](C)CO)C(=O)c2cc(NS(=O)(=O)c3ccc(F)cc3)ccc2O[C@@H]1CN(C)C(=O)Nc1ccc(F)cc1` gave Xi reactivation 0.1, RAD52 inh 6.1, S100A4 MyoIIA -12.3, esBAF inh 1.7, E-selectin induc 0.5, EWS-Fli inh 4.5 and RAD54 branch -5.9.
For CCn1nc(C)cc1C(=O)OCC(=O)c1ccc(Cl)cc1 the results were Xi reactivation 0.0, RAD52 inh -1.3, S100A4 MyoIIA -4.0, esBAF inh -11.1, E-selectin induc 1.5, EWS-Fli inh -0.9 and RAD54 branch -6.9.
For COc1cccc(-c2ccc3c(c2)[C@@H]2[C@@H](CCN2C(=O)C2CCCC2)[C@H](CO)N3)c1 the results were Xi reactivation 0.0, RAD52 inh 4.2, S100A4 MyoIIA -1.8, E-selectin induc 0.3, FN deposition inh 2.7 and EWS-Fli inh -3.3.
`COc1ccc(CCC(C)NCc2cccc(Br)c2)cc1` (stereo unspecified) gave Xi reactivation 0.3, RAD52 inh 7.2, S100A4 MyoIIA -1.0, esBAF inh -4.2, FN deposition inh 11.7, EWS-Fli inh 9.8 and RAD54 branch -0.3.
CCOC(=O)Cn1nc(NC(=O)COc2ccc(F)cc2)cc1C was read as Xi reactivation 0.2, RAD52 inh -9.2, S100A4 MyoIIA -1.6, esBAF inh -2.9, E-selectin induc -0.1 and RAD54 branch 2.6.
For O=C(Nc1cccc(C(F)(F)F)c1)c1csc(COCCO)n1 the results were Xi reactivation 0.1, RAD52 inh -11.8, S100A4 MyoIIA -0.5, esBAF inh 0.9, E-selectin induc 0.1, FN deposition inh 6.2, EWS-Fli inh 0.2 and RAD54 branch -1.1.
